# PMI inhibition: human PMI inhibitors, high substrate, primary screen, biochemical, fluorescence intensity, high mannose 6-phosphate (AID 1220); Mannose-6-phosphate isomerase (Homo sapiens); recombinant PMI enzyme, coupled fluorescence intensity; higher % means a stronger effect; one-dose inhibition, % at 20 µM; IC50 in µM for titrated hits; actives 0.66% (n = 190,000)
# TNAP activation fold: human TNAP enzyme activators, primary screen, biochemical, luminescent, no phosphate acceptor, uHTS (AID 1001). actives 0.03% (n = 200,000). activation fold at 20 µM; hits with a dose series show EC50 in µM. purified TNAP, luminescent activation assay, no phosphate acceptor; higher activation fold means a stronger effect; in the data active means activation fold from about 3, or a potency from the dose series; inactive means the rest, 99 in 100 with activation fold below about 1.6; further: many of its hits are not listed in these tables
# Salmonella PhoP GFP: inhibitors of PhoP regulon expression, primary screen, Salmonella Typhimurium, GFP reporter (AID 1863); S. Typhimurium PhoP-regulated promoter GFP reporter, 4 h; higher % means a stronger effect; one-dose inhibition, % at 50 µM; IC50 in µM for titrated hits; actives 0.16% (n = 300,000);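 active means inhibition over 29.93%, a cutoff 3 SD above the screen mean, later confirmed by dose response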;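 further: 0% = low Mg2+ inducing control and 100% = high Mg2+ repressing control; strong numbers were not always called active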
# XIAP displacement: XIAP antagonists, biochemical, IAP family, fluorescence polarization (AID 1018); E3 ubiquitin-protein ligase XIAP (Homo sapiens); XIAP BIR domain, fluorescence polarization peptide displacement; higher % means a stronger effect; one-dose displacement, % at 20 µM; IC50 in µM for titrated hits; actives 0.007% (n = 200,000); in the data active means displacement above about 50%; further: a part of the inactive calls stands beside numbers as strong as those of hits
# Myeloid diff 2: induction of myeloid progenitor differentiation, primary screen, cell-based, flow cytometry, MLPCN library. ER-HoxA9 myeloid progenitors, lysozyme-GFP differentiation. calls only at 10 µM. actives 1% (n = 360,000);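 active means normalized GFP-positive differentiation at or above the plate's own cutoff, the solvent-only control mean plus 3 SD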;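 further: cells exposed to compound for four days before flow analysis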
# SIAH1 antagonists: Siah-1 peptide-binding antagonists, primary screen, biochemical, fluorescence polarization, rhodamine-plectin, uHTS (AID 1817); E3 ubiquitin-protein ligase SIAH1 (Homo sapiens); Siah-1 / rhodamine-plectin peptide fluorescence polarization; higher % means a stronger effect; one-dose displacement, % at 20 µM; IC50 in µM for titrated hits; actives 0.02% (n = 290,000);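 active means displacement of at least 50% at 20 µM, with a fluorescence ratio check between 0.3 and a set limit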;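 further: plate controls were Siah plus tracer with DMSO for no effect and tracer alone without Siah for full effect; strong numbers were not always called active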
# RSV CPE inhibition: RSV antiviral activity via CPE protection, HEp-2 cells, primary 10 µM value included (AID 2391) | HEp-2 cells, RSV-induced CPE inhibition; higher % means a stronger effect | CPE inhibition, % at 10 µM; hits with a dose series show IC50 in µM | actives 0.13% (n = 310,000); in the data active means a potency from the dose series; further: strong numbers were not always called active
# WT yeast gro inh: growth inhibition of WT strain, primary screen, mitochondrial fusion inhibitor project, WT and mutant strains, chemical genetic; inhibition, % at 10 µM; mitochondrial fusion phenotypic screen; actives 2.1% (n = 190,000); AID 1362, 2008; in the data active means inhibition above about 58%; tested in S. cerevisiae
# human PMI inhibition: inhibitors of human PMI, primary screen, biochemical, fluorescence intensity, coupled assay (AID 1209) | purified PMI enzyme, coupled fluorescence intensity; higher % means a stronger effect | actives 0.42% (n = 190,000) | Mannose-6-phosphate isomerase (Homo sapiens) | one-dose inhibition, % at 20 µM; IC50 in µM for titrated hits;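 further: plate controls were DMSO vehicle for no effect and wells lacking substrate for full effect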
# WT yeast gro inh mutant strain: recorded beside WT yeast gro inh, whose call it bears; inhibition, %; mitochondrial fusion phenotypic screen, mutant strain inhibition
# Myeloid diff 2 GFP+ MAC1+ %: also measured in Myeloid diff 2; calls as there; GFP+ MAC1+ double positive, %; measured here: differentiation confirmed by MAC1 staining
# Numbers without * were called inactive; i = inactive; nt = no result given; + = active, no number. Unless noted, no stated cut-off is given here; in the data, active means inhibition above about 50%; inactive means the rest.
structure,PMI inhibition,TNAP activation fold,Salmonella PhoP GFP,XIAP displacement,Myeloid diff 2,Myeloid diff 2 GFP+ MAC1+ %,SIAH1 antagonists,RSV CPE inhibition,WT yeast gro inh,WT yeast gro inh mutant strain,human PMI inhibition
O=C(CCS(=O)(=O)c1cccs1)Nc1ccc(C(=O)NCc2cccs2)cc1,3%,1,-1%,-7.0%,i,1.5,-3%,0.4%,13,5,9%
O=C(Cc1cccc2ccccc12)NCC(=O)Nc1ccccc1F,nt,nt,2%,nt,i,0.6,-4%,0.5%,nt,nt,nt
Cc1cc(C)nc(SCC(=O)OCC(=O)N(C)c2c(N)n(Cc3ccccc3)c(=O)[nH]c2=O)n1,nt,nt,-3%,nt,i,4.3,0%,1.7%,nt,nt,nt
C=CCOC(=O)/C(=C/c1cccc2ccccc12)NC(=O)c1ccccc1,18%,1.1,3%,-1.1%,i,1.1,2%,4.1%,24,24,28%
Fc1ccc(N/N=C/c2cccnc2)c(F)c1,-92%,1.1,-5%,-6.7%,i,0.0,0%,6.1%,14,35,-60%
COc1ccccc1NS(=O)(=O)c1cc(NC(=O)C2CC2)ccc1N1CCOCC1,-3%,1,11%,-6.1%,nt,nt,-6%,-0.3%,11,-7,15%
CCOC(=O)C1CCN(c2nc3ccccc3nc2C(C#N)C(=O)NCCc2ccccc2)CC1 (stereo unspecified),13%,1,-8%,-2.4%,nt,nt,11%,nt,82*,5.7*,11%
COc1ccc(CCNC(=O)CCCc2ccccc2)cc1,nt,nt,-5%,nt,i,0.6,-1%,2.6%,nt,nt,nt
COC(=O)c1cc2c(C)cc3ccc(C)cn3c-2c1C(=O)OC,-43%,1.1,5%,-3.2%,i,0.8,8%,9.6%,-8,5,-13%
O=C(COc1ccccc1)Nc1ccc(OC(F)(F)C(F)F)c(NC(=O)COc2ccccc2)c1,-9%,1,-5%,-4.8%,i,2.5,0%,0.3%,-7,-2,-7%
Cc1ccccc1OCC(=O)Nc1ccc(Cc2ccncc2)cc1,-13%,1.1,-1%,-6.3%,i,0.1,-5%,6.8%,32,-2,-4%
Cc1cc(C)n(CC(=O)c2ccc(Br)cc2)c(=O)c1C#N,8%,1,-2%,-7.8%,i,10,-1%,-1.4%,nt,nt,14%
CC1=C(C#N)C(c2cn(-c3ccccc3)nc2-c2cccs2)C(C#N)=C(C)N1,10%,1.1,6%,-1.2%,i,3.6,2%,18%,-7,-5,10%
Cc1cc(NCCCN2CCOCC2)n2ncc(-c3ccccc3)c2n1,13%,1.1,7%,-4.7%,i,0.5,-1%,-1.6%,6,-10,6%
CCn1cc(C2C(C(=O)Nc3cc(C)ccn3)=C(C)NC3=C2C(=O)CC(C)(C)C3)c(C)n1 (stereo unspecified),-5%,1.1,-27%,-2.8%,i,1.6,3%,1.0%,-3,-13,-4%
Cc1ccc2oc(Nc3nc(-c4ccccc4)cc(=O)[nH]3)nc2c1,2%,2.2,0%,-7.3%,nt,nt,-3%,nt,-5,-8,0%
O=C(O)C1OC(Oc2cc3oc(-c4ccccc4)cc(=O)c3c(O)c2O)C(O)C(O)C1O (stereo unspecified),-24%,0.9,-2%,-6.7%,i,3.3,-12%,0.5%,-9,-22,3%
O=S(=O)(c1cccc2cccnc12)N1CCN(c2ccccc2)CC1,6%,1,2%,-9.3%,i,5.3,-2%,1.3%,16,15,8%
CCOCc1nnc(NC(=O)COc2ccc3c(c2)OCO3)s1,nt,nt,-3%,nt,i,0.2,-3%,9.0%,nt,nt,nt
CCCn1c(CN(Cc2ccccc2)Cc2ccccc2)nc2c1c(=O)n(C)c(=O)n2C,7%,1.1,-9%,-6.2%,i,3.1,-2%,4.3%,77*,21*,15%
O=C(Nc1ccnn1C1CCN(C/C=C/c2ccccc2)CC1)c1cccc(F)c1,nt,nt,-3%,nt,i,5.1,-2%,-0.1%,nt,nt,nt
CN(C)c1ccc(CN(C(=O)C2COc3ccccc3O2)C2CCS(=O)(=O)C2)cc1 (stereo unspecified),1%,1.1,17%,-20%,i,3.4,-10%,2.5%,16,12,6%
COc1cc(C2NC(=O)c3ccccc3O2)ccc1OC(C)C (stereo unspecified),nt,nt,-3%,nt,+,0.4*,-2%,3.1%,nt,nt,nt
Cc1ccc(NC(=O)c2ccc(CSc3nnnn3C)cc2)cc1,4%,1.1,11%,-4.3%,i,0.6,-1%,-2.7%,6,-14,5%
O=C(CSc1c2c(nc3ccc(Cl)cc13)CCCC2)NCc1ccco1,0%,0.9,7%,-4.7%,i,0.7,0%,2.3%,12,13,-10%
O=C(Cn1nc(-c2ccccc2)ccc1=O)Nc1cccc(NC(=O)c2ccccn2)c1,-12%,1.1,2%,-2.6%,nt,nt,8%,-0.4%,-11,-2,1%
COc1ccc(-n2c(C)cc(C)c(C(C)=O)c2=S)cc1,10%,1.1,0%,-0.3%,i,1.0,5%,1.0%,-5,9,11%
CC(=O)c1cccc(NC(=O)N2CCCC2C(=O)NCCC(C)C)c1 (stereo unspecified),-2%,1.1,5%,-3.7%,i,1.3,-4%,1.4%,6,0,-4%
CCOC(=O)c1ccc(N2CN(CC)CNC2=S)cc1,1%,1.1,11%,-7.3%,i,3.3,0%,0.9%,6,-3,10%
COc1ccc(-c2nc(-c3ccc(Br)o3)no2)cc1OC,13%,1.1,0%,-5.6%,i,4.5,1%,0.8%,-4,-5,13%
O=C(CCN1C(=O)c2ccccc2S1(=O)=O)Nc1ccccc1,0%,1.1,-7%,-4.4%,i,0.4,4%,0.8%,4,7,3%
O=[N+]([O-])c1ccc(N2CCOCC2)cn1,18%,1.1,-9%,-0.9%,i,0.2,5%,0.9%,-9,-18,8%
O=C(NC1CC1)C1CCN(c2ccc(S(=O)(=O)N3CCOCC3)cc2Cl)CC1,42%,1.2,-1%,-9.2%,i,0.9,2%,0.0%,-5,-7,12%
O=[N+]([O-])c1ccc(O)c(/C=N/Nc2ccccc2[N+](=O)[O-])c1,nt,nt,12%,nt,i,0.6,0%,4.0%,nt,nt,nt
CCNC(=S)Nc1cccc(S(=O)(=O)Nc2ccccc2OC)c1,nt,nt,-9%,nt,i,0.4,-6%,9.4%,nt,nt,nt
CCOc1ccc(/C=N/n2cnnc2)cc1,14%,1,3%,-1.6%,i,0.8,5%,13%,26,24,84%*
COCCN(CCOC)S(=O)(=O)c1ccc(C(=O)Nc2ccc(S(=O)(=O)Nc3nccc(C)n3)cc2)cc1,1%,1,-4%,-6.9%,i,0.2,1%,1.6%,0,-3,-8%
COc1cc(C(CCN2CCCC(C)C2)c2c(OC)cc(OC)c3c2OC(=O)CC3c2ccc(N(C)C)cc2)cc(OC)c1OC (stereo unspecified),nt,nt,3%,nt,i,1.8,-6%,-0.2%,nt,nt,nt
CC(C)C(=O)Nc1ccc(N2CCN(C(=O)c3cccs3)CC2)cc1,6%,1.1,-13%,-5.9%,i,1.0,2%,4.8%,-10,5,15%
O=S(=O)(Nc1n[nH]c(C(F)(F)F)n1)c1ccccc1,nt,nt,-13%,nt,i,0.8,0%,-0.7%,nt,nt,nt
O=C(CN(c1cccc(C(F)(F)F)c1)S(=O)(=O)c1ccc(Cl)c([N+](=O)[O-])c1)NCc1ccccc1,6%,0.8,-2%,-5.8%,i,0.9,5%,0.5%,-7,-5,-2%
COCCN1CCN(C(=O)C2CCC(=O)N(Cc3ccccc3F)C2)CC1 (stereo unspecified),nt,nt,-5%,nt,i,1.8,10%,1.5%,nt,nt,nt
CCOc1cc(N2CCOCC2)c(OCC)cc1NC(=O)c1cc(C)cc(C)c1,41%,1,5%,-9.5%,i,0.8,-5%,1.9%,-2,-19,19%
COC(=O)C1=NN(c2ccccc2)C2C(=O)N(c3ccccc3OC)C(=O)C12 (stereo unspecified),0%,1.2,-1%,-4.4%,i,1.6,22%,3.0%,17,20,16%
COc1ccc(C2CC(c3cccs3)=NN2C(=O)CSC2=NCCS2)cc1 (stereo unspecified),nt,nt,3%,nt,i,0.9,-5%,7.3%,nt,nt,nt

# Reprinted at random: two entries already listed.
structure,PMI inhibition,TNAP activation fold,Salmonella PhoP GFP,XIAP displacement,Myeloid diff 2,Myeloid diff 2 GFP+ MAC1+ %,SIAH1 antagonists,RSV CPE inhibition,WT yeast gro inh,WT yeast gro inh mutant strain,human PMI inhibition
COc1ccc(C2CC(c3cccs3)=NN2C(=O)CSC2=NCCS2)cc1 (stereo unspecified),nt,nt,3%,nt,i,0.9,-5%,7.3%,nt,nt,nt
COCCN1CCN(C(=O)C2CCC(=O)N(Cc3ccccc3F)C2)CC1 (stereo unspecified),nt,nt,-5%,nt,i,1.8,10%,1.5%,nt,nt,nt

# Compounds from the list above that contain a halogen (11):
structure,PMI inhibition,TNAP activation fold,Salmonella PhoP GFP,XIAP displacement,Myeloid diff 2,Myeloid diff 2 GFP+ MAC1+ %,SIAH1 antagonists,RSV CPE inhibition,WT yeast gro inh,WT yeast gro inh mutant strain,human PMI inhibition
O=C(Cc1cccc2ccccc12)NCC(=O)Nc1ccccc1F,nt,nt,2%,nt,i,0.6,-4%,0.5%,nt,nt,nt
Fc1ccc(N/N=C/c2cccnc2)c(F)c1,-92%,1.1,-5%,-6.7%,i,0.0,0%,6.1%,14,35,-60%
O=C(COc1ccccc1)Nc1ccc(OC(F)(F)C(F)F)c(NC(=O)COc2ccccc2)c1,-9%,1,-5%,-4.8%,i,2.5,0%,0.3%,-7,-2,-7%
Cc1cc(C)n(CC(=O)c2ccc(Br)cc2)c(=O)c1C#N,8%,1,-2%,-7.8%,i,10,-1%,-1.4%,nt,nt,14%
O=C(Nc1ccnn1C1CCN(C/C=C/c2ccccc2)CC1)c1cccc(F)c1,nt,nt,-3%,nt,i,5.1,-2%,-0.1%,nt,nt,nt
O=C(CSc1c2c(nc3ccc(Cl)cc13)CCCC2)NCc1ccco1,0%,0.9,7%,-4.7%,i,0.7,0%,2.3%,12,13,-10%
COc1ccc(-c2nc(-c3ccc(Br)o3)no2)cc1OC,13%,1.1,0%,-5.6%,i,4.5,1%,0.8%,-4,-5,13%
O=C(NC1CC1)C1CCN(c2ccc(S(=O)(=O)N3CCOCC3)cc2Cl)CC1,42%,1.2,-1%,-9.2%,i,0.9,2%,0.0%,-5,-7,12%
O=S(=O)(Nc1n[nH]c(C(F)(F)F)n1)c1ccccc1,nt,nt,-13%,nt,i,0.8,0%,-0.7%,nt,nt,nt
O=C(CN(c1cccc(C(F)(F)F)c1)S(=O)(=O)c1ccc(Cl)c([N+](=O)[O-])c1)NCc1ccccc1,6%,0.8,-2%,-5.8%,i,0.9,5%,0.5%,-7,-5,-2%
COCCN1CCN(C(=O)C2CCC(=O)N(Cc3ccccc3F)C2)CC1 (stereo unspecified),nt,nt,-5%,nt,i,1.8,10%,1.5%,nt,nt,nt

# Compound activity deposited in PubChem by several laboratories.

# The order is random. About 3.1% of those tested had a hit in this group.
